Screens: PubChem, National Center for Advancing Translational Sciences (NCATS)
ATXN viability – cell viability loss in ATXN counter-screen. S2 cells (HEK-293 line with an ATXN2-luciferase reporter) viability, CellTiter-Fluor protease fluorescence, 24 h. Potency, µM (titrated, usually from 56.7 µM), actives largely listed as cytotoxic. actives 0.49% (n = 400,000). AID 651635; note: potency is the fitted concentration of half-maximal effect; nearly all actives have a fitted effect of over 40% in size
ATXN2 expr inh – inhibitors of ATXN2 expression; HEK-293 ATXN2-luciferase reporter, luminescence, 24 h; Potency, µM (top dose mostly 57 µM), for inactives: at the top dose activity change, negative = inhibition, usual class: inhibitors; actives 0.72% (n = 360,000); note: potency is the fitted concentration of half-maximal effect; % is set by controls: 0 for no effect and ±100 for the full control effect; nearly all actives have a fitted effect of over 55% in size
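ATXN2-luciferase reporter cells (luciferase flanked by upstream and downstream ATXN2 gene portions) were treated 24 h at 37 °C with compounds at up to 57 uM. SteadyGlo luminescence gave expression; GF-AFC fluorescence gave viability.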
IL-2 act – IL-2 activation. IL-2 activation reporter assay, cell-based qHTS; stimulated with anti-CD3/CD4/CD28 beads; in transgenic mouse T cells. actives 0.065% (n = 360,000). activation, % (series mostly up to about 46 µM); in the data active = activation above about 50%; inconclusive = mostly about 30% to 49%; note: 0% is about no effect
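Using fluorescent plate cytometry, EGFP and DsRed are detected in transgenic mouse T cells stimulated 18 h at 37 degrees C with antibody-coated beads after 60 min compound pretreatment.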
EPAC2 ag – activates human EPAC2 exchange factor; Q8WZA2; EPAC2 activation, biochemical qHTS; response scale: 100% = 6.5 mM cAMP response; Potency, µM (series often up to 154 µM), for the others: top-dose activation, most hits filed as activators; actives 0.079% (n = 360,000); note: potency is the fitted concentration of half-maximal effect; nearly all actives have a fitted effect of over 50% in size
Target sequence (Q8WZA2 whole entry, looked up): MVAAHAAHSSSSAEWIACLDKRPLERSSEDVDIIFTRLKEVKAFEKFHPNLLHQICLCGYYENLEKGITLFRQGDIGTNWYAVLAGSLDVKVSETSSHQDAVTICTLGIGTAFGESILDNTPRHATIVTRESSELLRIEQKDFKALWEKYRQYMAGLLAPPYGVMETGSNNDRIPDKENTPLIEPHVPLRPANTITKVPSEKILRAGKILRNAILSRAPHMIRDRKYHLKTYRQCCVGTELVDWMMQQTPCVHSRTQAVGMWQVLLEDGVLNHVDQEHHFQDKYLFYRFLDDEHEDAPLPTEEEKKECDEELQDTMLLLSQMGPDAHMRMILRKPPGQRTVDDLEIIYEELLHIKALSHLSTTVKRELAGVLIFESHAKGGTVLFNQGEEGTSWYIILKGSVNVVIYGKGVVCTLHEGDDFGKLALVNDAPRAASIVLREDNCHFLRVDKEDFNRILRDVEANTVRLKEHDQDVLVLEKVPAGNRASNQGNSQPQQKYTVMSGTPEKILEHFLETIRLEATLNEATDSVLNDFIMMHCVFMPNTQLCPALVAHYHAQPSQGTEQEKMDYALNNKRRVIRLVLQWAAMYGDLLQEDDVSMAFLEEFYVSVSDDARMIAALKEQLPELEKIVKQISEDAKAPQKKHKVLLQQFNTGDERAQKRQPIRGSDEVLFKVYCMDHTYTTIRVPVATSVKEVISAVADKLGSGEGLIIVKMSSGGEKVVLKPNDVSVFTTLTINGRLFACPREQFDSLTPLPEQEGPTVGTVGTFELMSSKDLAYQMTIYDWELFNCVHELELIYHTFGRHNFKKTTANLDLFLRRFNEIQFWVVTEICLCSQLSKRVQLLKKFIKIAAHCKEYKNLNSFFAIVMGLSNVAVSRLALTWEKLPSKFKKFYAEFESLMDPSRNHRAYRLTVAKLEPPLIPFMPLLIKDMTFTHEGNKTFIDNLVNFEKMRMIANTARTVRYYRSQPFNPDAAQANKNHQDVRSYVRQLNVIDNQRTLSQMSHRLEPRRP
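Each well held 100 nM EPAC2, 250 nM RAP1B-BODIPY-GDP and 50 uM GDP. Fluorescence, read at 5-min intervals to 30 min, was referenced to a 6.5 mM cAMP positive control.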
TGFb SMAD3 inh – TGF-b pathway inhibition. HepG2 CAGA-GFP TGF-b/SMAD3 reporter, GFP fluorescence, 18 h; TGF-beta stimulated, 500 pg/mL final. Potency, µM (highest dose often 46.1 µM), without a hit: at the highest dose activity, negative = inhibition, actives largely listed as inhibitors. actives 1.2% (n = 410,000); note: potency is the fitted concentration of half-maximal effect; % is set by controls: 0 for no effect and ±100 for the full control effect; nearly all actives have a fitted effect of over 65% in size
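Inhibition was scored as loss of TGF-beta-induced (500 pg/mL final, 18 hours, 37 degrees C) GFP in HEPG2 cells carrying a CAGA-GFP reporter, in DMEM with 1% FBS. Well GFP was summed per cell; Activity was normalised to unstimulated and stimulated DMSO wells, then concentration-response fitting.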
Nrf2 inh – inhibitors of Nrf2 signaling | A549 ARE-Fluc reporter, luciferase luminescence, 18-24 h | Potency, µM (top dose mostly 46 µM), for inactives: at the top dose activity change, negative = inhibition, actives largely listed as inhibitors | actives 2.1% (n = 360,000) | AID 504444; note: potency is the fitted concentration of half-maximal effect; % is set by controls: 0 for no effect and ±100 for the full control effect; nearly all actives have a fitted effect of over 60% in size
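Quantitative HTS in A549 cells stably bearing an antioxidant response element-firefly luciferase construct. Inhibition of Nrf2-driven transcription was scored by luminescence after 18-24 h of compound exposure at 37 °C.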
A549 viability – counter-screen for Nrf2 inhibitors: cytotoxicity in A549 cells; A549 ARE-Fluc cells, CellTiter-Fluor viability, 18-24 h; Potency, µM (top dose mostly 46 µM), for inactives: at the top dose activity change, negative = cytotoxicity, usual class: inhibitors; actives 0.16% (n = 390,000); note: potency is the fitted concentration of half-maximal effect; % is set by controls: 0 for no effect and ±100 for the full control effect
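A549 ARE-Fluc cells in 5% FBS OPTI-MEM, 5000 cells/well, rested 2 h then exposed to compounds in concentration-response for 18-24 h at 37 °C. Viability by CellTiter-Fluor fluorescence (Ex 405/Em 525) after 30 min; luciferase luminescence (BugLite, 15 min, RT) read afterwards.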
Nrf2 activator – activates Nrf2 signaling; AREc32 ARE-luciferase reporter (MCF7-derived line), luminescence, 24 h; Potency, µM (top dose mostly 46.1 µM), for inactives: top-dose activation, hits mostly activators; actives 0.31% (n = 410,000); AID 624171; note: potency is the fitted concentration of half-maximal effect; % of control where 0% means no effect; nearly all actives have a fitted effect of over 65% in size
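Luciferase luminescence (Steady-Glo, 30 min at room temperature) served as the read-out of ARE activation in AREc32 cells treated with compounds for 24 hr at 37 deg C.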
HepG2 tox – counter-screen for TGF-b inhibitors: cytotoxicity in HepG2 cells; HepG2 CAGA-GFP viability, ATP luminescence, 18 h; Potency, µM (highest dose often 46.1 µM), inactives show top-dose activity change, negative = cytotoxicity, actives largely listed as cytotoxic; actives 0.76% (n = 410,000); AID 588856; note: potency is the fitted concentration of half-maximal effect; some results filed as inactive show a strong effect at the top dose
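CellTiter-Glo luminescence gave cytotoxicity after 18 hours at 37 degrees C. The cells were HepG2 CAGA-GFP in 1% FBS DMEM, stimulated with 500 pg/mL TGF-beta after compound addition. %Activity was normalised to no-cell wells (complete cell-killing) and DMSO (no toxicity), and curves were fitted and classified.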
Starred values were filed as active, the others as inactive; [ ] = remark or other dose. Unless noted, calls come from the whole dose curve; as a rule, active = well fitted curve in the direction sought with a large enough effect; inconclusive = small, poorly fitted or top-dose-only effect, or another doubt; inactive = no such curve, though single readings can be large; an effect the other way counts as inactive or inconclusive.

Results for Cc1ccc(CN2CC[C@H]3C=CCc4cccc(c43)C2)cc1 ?
ATXN viability: inconclusive; ATXN2 expr inh: -30%; IL-2 act: -0.5; EPAC2 ag: 7%; TGFb SMAD3 inh: inconclusive; Nrf2 inh: 5%; A549 viability: 0%; Nrf2 activator: 0.0%; HepG2 tox: -47%

How did Cc1ccc2c(CC(=O)OCc3csc(C)n3)coc2c1 do in these assays?
ATXN viability: inactive; ATXN2 expr inh: 4%; IL-2 act: 0.0; EPAC2 ag: 8%; TGFb SMAD3 inh: -5%; Nrf2 inh: 6%; A549 viability: -9%; Nrf2 activator: 0.3%; HepG2 tox: 5%

Results for CCC1CCCCN1CCCNC(=O)Cn1nc(-c2ccccc2)ccc1=O (centres undefined) ?
ATXN viability: inactive; ATXN2 expr inh: -2%; IL-2 act: -1.5; EPAC2 ag: 5%; TGFb SMAD3 inh: 13%; Nrf2 inh: 14%; A549 viability: 12%; Nrf2 activator: -0.1%; HepG2 tox: -10%

Results for CCOC(=O)c1ccc(CSc2nnc(N)s2)cc1 ?
ATXN viability: inactive; ATXN2 expr inh: 28%; IL-2 act: -2.4; EPAC2 ag: 9%; TGFb SMAD3 inh: -7%; Nrf2 inh: inconclusive; A549 viability: -17%; Nrf2 activator: 2.0%; HepG2 tox: -8%

How did CCCn1nnc(NC(=O)c2ccc(-c3ccccc3)cc2)n1 do in these assays?
ATXN viability: inactive; ATXN2 expr inh: 11%; IL-2 act: -1.3; EPAC2 ag: 6%; TGFb SMAD3 inh: -12%; Nrf2 inh: -18%; A549 viability: 3%; Nrf2 activator: 2.7%; HepG2 tox: -2%

Results for Cc1cc(C)nc(NS(=O)(=O)c2ccc(NC(=O)c3ccccc3[N+](=O)[O-])cc2)n1 ?
ATXN viability: inactive; IL-2 act: -0.3; EPAC2 ag: 6%; TGFb SMAD3 inh: 25%; Nrf2 inh: 0%; A549 viability: 3%; Nrf2 activator: -0.7%; HepG2 tox: -25%

What do the screens show for `CC(C)C(=O)NC(c1ccc(N(C)C)cc1)c1c(O)ccc2ccccc12` (centres undefined)?
ATXN viability: inactive; IL-2 act: -0.6; EPAC2 ag: 3%; TGFb SMAD3 inh: -17%; Nrf2 inh: 7%; A549 viability: 15%; Nrf2 activator: 11%; HepG2 tox: -3%

Results for COc1ccccc1Cc1nc2ccccc2nc1SCC(=O)N(C)c1ccc(F)cc1 ?
TGFb SMAD3 inh: -3%; A549 viability: -5%; Nrf2 activator: -0.2%; HepG2 tox: -35%

What do the screens show for `Cc1nc2cc(-c3ccccc3)nn2c(C)c1CCC(=O)NCCc1ccccc1`?
ATXN viability: inconclusive; ATXN2 expr inh: inconclusive; TGFb SMAD3 inh: inconclusive; Nrf2 inh: inconclusive; A549 viability: -8%; Nrf2 activator: -3.2%; HepG2 tox: -23%

How did CN(Cc1ccccc1)C(=O)C(=O)Nc1ccc2nc3n(c(=O)c2c1)CCCCC3 do in these assays?
ATXN viability: inconclusive; ATXN2 expr inh: -19%; TGFb SMAD3 inh: 4%; Nrf2 inh: 6%; A549 viability: -4%; Nrf2 activator: -0.1%; HepG2 tox: -3%

What do the screens show for `Cc1sc2nc(CN3CCOCC3)nc(Oc3ccc(NC(=O)c4ccco4)cc3)c2c1C`?
ATXN viability: inactive; ATXN2 expr inh: -19%; IL-2 act: -2.0; EPAC2 ag: 1%; TGFb SMAD3 inh: 0%; Nrf2 inh: inconclusive; A549 viability: -3%; Nrf2 activator: 5.0%; HepG2 tox: -30%

What do the screens show for `Cc1cccc(NC(=O)CSc2nnc(CCNC(=O)OC(C)(C)C)o2)c1C`?
ATXN viability: inactive; ATXN2 expr inh: -6%; IL-2 act: -0.5; EPAC2 ag: 6%; TGFb SMAD3 inh: -16%; Nrf2 inh: 0%; A549 viability: -1%; Nrf2 activator: -1.1%; HepG2 tox: -2%

What do the screens show for `CCN(c1cccc(C)c1)C1C(=O)c2ccccc2N1C(C)=O` (centres undefined)?
ATXN viability: inactive; ATXN2 expr inh: 4%; IL-2 act: 0.1; EPAC2 ag: 6%; TGFb SMAD3 inh: 17%; Nrf2 inh: -13%; A549 viability: 1%; Nrf2 activator: 0.8%; HepG2 tox: -15%

What do the screens show for `COc1ccc(-n2nc([N+](=O)[O-])c(=NCCc3cccc(C)c3)n2O)cc1`?
ATXN viability: inconclusive; ATXN2 expr inh: -18%; IL-2 act: -3.0; EPAC2 ag: 4%; TGFb SMAD3 inh: -4%; Nrf2 inh: -7%; A549 viability: -18%; Nrf2 activator: -0.4%; HepG2 tox: -4%

Results for COc1ccc(CN(C)CC(=O)NC(=O)NCc2ccccc2)c(OC)c1 ?
ATXN viability: inactive; ATXN2 expr inh: -7%; IL-2 act: 1.3; EPAC2 ag: 13%; TGFb SMAD3 inh: 2%; Nrf2 inh: -24%; A549 viability: 0%; Nrf2 activator: 0.3%; HepG2 tox: -29%

What do the screens show for `O=C1CC(c2ccco2)Sc2nc3ccccc3n21` (centres undefined)?
ATXN viability: inactive; ATXN2 expr inh: 50%[activator]; IL-2 act: -1.0; EPAC2 ag: 6%; TGFb SMAD3 inh: 0%; Nrf2 inh: 17%; A549 viability: 10%; Nrf2 activator: inconclusive; HepG2 tox: -5%

What do the screens show for `CCc1nn2c(=O)cc(COC(=O)c3ccc(NC(=O)c4cccs4)cc3)nc2s1`?
TGFb SMAD3 inh: 3%; A549 viability: -1%; Nrf2 activator: -0.8%; HepG2 tox: 0%

How did Cc1ccc(OCCOCCNC(C)C)c(Br)c1 do in these assays?
ATXN viability: inactive; ATXN2 expr inh: -6%; IL-2 act: -2.6; EPAC2 ag: -5%; TGFb SMAD3 inh: 4%; Nrf2 inh: 3%; A549 viability: -1%; Nrf2 activator: 0.2%; HepG2 tox: -48%

How did c1ccc(Cc2c(C3CCCCC3)nc3c4ccccc4ccn23)cc1 do in these assays?
ATXN viability: inactive; ATXN2 expr inh: 100%[activator]; IL-2 act: 0.1; EPAC2 ag: 17%; Nrf2 activator: 9.9%

What do the screens show for `CCOc1ccc(C(=O)COC(=O)c2nn(CC)c(=O)c3ccccc23)cc1`?
ATXN viability: inactive; ATXN2 expr inh: -1%; IL-2 act: 0.1; EPAC2 ag: 18%; TGFb SMAD3 inh: 14%; Nrf2 inh: -10%; A549 viability: -3%; Nrf2 activator: -1.7%; HepG2 tox: -6%

How did O=C(O)c1ccc(CSCc2ccccc2)o1 do in these assays?
ATXN viability: inactive; IL-2 act: 0.6; EPAC2 ag: -2%; TGFb SMAD3 inh: -11%; Nrf2 activator: -0.4%; HepG2 tox: 5%

How did CCOc1ccc(CN(C)c2nc(-c3cccnc3)nc3ccccc23)cc1OC do in these assays?
ATXN viability: inconclusive; ATXN2 expr inh: 19µM*; IL-2 act: -1.4; EPAC2 ag: 16%; TGFb SMAD3 inh: inconclusive; Nrf2 inh: inconclusive; A549 viability: inconclusive; Nrf2 activator: 3.3%; HepG2 tox: -29%

Results for COc1ccc(NC(=O)CSC2=Nc3ccccc3C3=NC(Cc4ccccc4)C(=O)N23)cc1Cl (centres undefined) ?
ATXN viability: inconclusive; ATXN2 expr inh: -18%; TGFb SMAD3 inh: -1%; A549 viability: -27%; Nrf2 activator: 4.7%; HepG2 tox: 1%

What do the screens show for `CSCCC(NS(=O)(=O)c1ccccc1)C(=O)OCc1nc2ccsc2c(=O)[nH]1` (centres undefined)?
ATXN viability: inactive; ATXN2 expr inh: 4%; IL-2 act: -3.0; EPAC2 ag: 17%; TGFb SMAD3 inh: 1%; Nrf2 inh: 5%; A549 viability: -6%; Nrf2 activator: -0.6%; HepG2 tox: 3%

In the list so far, 5 have an aryl methoxy group:
Results for COc1ccccc1Cc1nc2ccccc2nc1SCC(=O)N(C)c1ccc(F)cc1 ?
TGFb SMAD3 inh: -3%; A549 viability: -5%; Nrf2 activator: -0.2%; HepG2 tox: -35%

What do the screens show for `COc1ccc(-n2nc([N+](=O)[O-])c(=NCCc3cccc(C)c3)n2O)cc1`?
ATXN viability: inconclusive; ATXN2 expr inh: -18%; IL-2 act: -3.0; EPAC2 ag: 4%; TGFb SMAD3 inh: -4%; Nrf2 inh: -7%; A549 viability: -18%; Nrf2 activator: -0.4%; HepG2 tox: -4%

Results for COc1ccc(CN(C)CC(=O)NC(=O)NCc2ccccc2)c(OC)c1 ?
ATXN viability: inactive; ATXN2 expr inh: -7%; IL-2 act: 1.3; EPAC2 ag: 13%; TGFb SMAD3 inh: 2%; Nrf2 inh: -24%; A549 viability: 0%; Nrf2 activator: 0.3%; HepG2 tox: -29%

How did CCOc1ccc(CN(C)c2nc(-c3cccnc3)nc3ccccc23)cc1OC do in these assays?
ATXN viability: inconclusive; ATXN2 expr inh: 19µM*; IL-2 act: -1.4; EPAC2 ag: 16%; TGFb SMAD3 inh: inconclusive; Nrf2 inh: inconclusive; A549 viability: inconclusive; Nrf2 activator: 3.3%; HepG2 tox: -29%

Results for COc1ccc(NC(=O)CSC2=Nc3ccccc3C3=NC(Cc4ccccc4)C(=O)N23)cc1Cl (centres undefined) ?
ATXN viability: inconclusive; ATXN2 expr inh: -18%; TGFb SMAD3 inh: -1%; A549 viability: -27%; Nrf2 activator: 4.7%; HepG2 tox: 1%
